EZH2 inh – EZH2/PRC2 methyltransferase inhibitors, primary screen, biochemical, DELFIA time-resolved fluorescence, single point; Histone-lysine N-methyltransferase EZH2 (Homo sapiens), Q15910; inhibition, % at 12.5 µM; PRC2 H3K27 methylation, DELFIA TRF, 1 h; 57,000 tested, 0.35% active;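 active = mean inhibition of replicates at least 50% and every single replicate also reaching 50%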;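 also: dimethyl H3K27 on biotinylated H3 21-44 peptide detected by antibody; plate controls were median neutral control wells for no effect and median positive control wells for full effect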
Target sequence (Q15910 whole entry, looked up): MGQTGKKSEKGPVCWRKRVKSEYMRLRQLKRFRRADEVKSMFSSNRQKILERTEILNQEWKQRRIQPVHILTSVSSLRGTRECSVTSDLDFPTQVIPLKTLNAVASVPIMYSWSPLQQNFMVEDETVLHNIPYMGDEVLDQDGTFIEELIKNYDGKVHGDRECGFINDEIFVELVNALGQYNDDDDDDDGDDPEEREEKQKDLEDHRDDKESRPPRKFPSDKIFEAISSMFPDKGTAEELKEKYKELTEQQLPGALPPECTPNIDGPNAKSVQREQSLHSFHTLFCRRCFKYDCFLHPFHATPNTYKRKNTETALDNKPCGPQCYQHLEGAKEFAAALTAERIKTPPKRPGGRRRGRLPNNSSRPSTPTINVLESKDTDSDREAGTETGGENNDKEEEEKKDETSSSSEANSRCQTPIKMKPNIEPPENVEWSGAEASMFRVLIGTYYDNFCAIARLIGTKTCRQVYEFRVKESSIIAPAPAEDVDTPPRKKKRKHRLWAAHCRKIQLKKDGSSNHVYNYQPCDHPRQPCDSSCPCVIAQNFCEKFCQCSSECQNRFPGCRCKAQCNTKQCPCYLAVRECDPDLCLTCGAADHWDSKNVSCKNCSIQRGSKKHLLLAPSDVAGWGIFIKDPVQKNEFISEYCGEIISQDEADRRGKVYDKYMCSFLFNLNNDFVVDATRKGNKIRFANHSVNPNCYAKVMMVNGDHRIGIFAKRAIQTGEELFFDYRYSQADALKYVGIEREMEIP
IDH1 R132H inh – inhibitors of IDH1 R132H reductase, primary screen, biochemical, plate reader, single point | diaphorase/resazurin fluorescence, 60 min | Isocitrate dehydrogenase [NADP] cytoplasmic (Homo sapiens), O75874 | inhibition, % at 10 µM | 70,000 tested, 0.18% active; in the data active = inhibition above about 34%;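 also: 0% = DMSO and 100% = no enzyme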
Active calls of the source: *; . = no result given. This is a subset; count on the stated rates, not on these rows.

SMILES	EZH2 inh	IDH1 R132H inh
CC(=O)c1cccc(NC(=O)CCN2C(=O)c3ccccc3S2(=O)=O)c1	-9.9	-0.7
CCC(=O)N(C)C[C@@H]1Oc2ncc(C#Cc3ccccc3)cc2C(=O)N([C@H](C)CO)C[C@H]1C	-22.7	-0.6
CCC(=O)N(C)C[C@H]1Oc2cc(-c3ccccc3C)ccc2S(=O)(=O)N([C@@H](C)CO)C[C@H]1C	-2.5	-1.4
C[C@H]1CN([C@@H](C)CO)C(=O)Cc2cc(NC(=O)C3CC3)ccc2O[C@H]1CN(C)S(=O)(=O)c1ccc(F)cc1	.	0.4
CC(=O)CC(c1ccc([N+](=O)[O-])cc1)c1c(O)c2ccccc2oc1=O (stereo not drawn)	.	-1.3
C[C@@H]1CN([C@@H](C)CO)C(=O)c2cc(NC(=O)CCCN(C)C)ccc2O[C@@H]1CN(C)S(C)(=O)=O	1.5	-0.2
CCCC(=O)Nc1ccc2c(c1)C(=O)N(C)C[C@H](OC)[C@@H](C)CN(Cc1cccc(F)c1)[C@H](C)CO2	8.0	0.0
C[C@H]1CN([C@@H](C)CO)C(=O)c2cccc(NC(=O)c3cnccn3)c2O[C@@H]1CN(C)S(=O)(=O)c1ccc(Cl)cc1	.	2.6
COc1cc2c(cc1OC)CN(C(=O)[C@H]1[C@@H]3C(=O)O[C@@H](c4ccccc4)[C@@H](c4ccccc4)N3[C@@H](c3ccc(OCCO)cc3)[C@]13C(=O)Nc1ccccc13)CC2	-24.4	.
Cc1ccc(S(=O)(=O)Nc2ccc3c(c2)C(=O)N([C@@H](C)CO)C[C@H](C)[C@@H](CN(C)Cc2ccc(C(=O)Nc4ccccc4N)cc2)OCCCC[C@@H](C)O3)cc1	.	0.6
CCCC(=O)Nc1ccc2c(c1)C(=O)N(C)C[C@H](OC)[C@H](C)CN(Cc1cncnc1)[C@H](C)CO2	6.3	0.0
COc1ccc(S(=O)(=O)N(C)C[C@@H]2Oc3ccc(NC(=O)CCCCCC(=O)Nc4ccccc4N)cc3C(=O)N([C@H](C)CO)C[C@@H]2C)cc1	-1.3	.
C[C@H]1CN([C@@H](C)CO)C(=O)CCCn2cc(nn2)CO[C@@H]1CN(C)S(=O)(=O)c1ccc2ccccc2c1	.	-5.4
CC(C)NC(=O)N(C)C[C@H]1OCCCC[C@H](C)Oc2ccc(NC(=O)CCC(F)(F)F)cc2C(=O)N([C@H](C)CO)C[C@@H]1C	-6.6	-0.7
CC(C)NC(=O)Nc1ccc2c(c1)C(=O)N([C@@H](C)CO)C[C@@H](C)[C@H](CN(C)C(=O)NC1CCCCC1)OCCCC[C@H](C)O2	.	0.1
C[C@H]1CN([C@@H](C)CO)C(=O)c2cccc(NS(=O)(=O)c3ccccc3)c2O[C@@H]1CN(C)Cc1ccc(Oc2ccccc2)cc1	.	2.5
CCC(=O)N(C)C[C@H]1Oc2cc(C#Cc3cccnc3)ccc2S(=O)(=O)N([C@H](C)CO)C[C@H]1C	-5.3	3.6
Cc1nc(SCC(=O)c2ccc(Cl)s2)c2c(C)c(C)sc2n1	21.0	0.7
CO[C@H]1CN(C)C(=O)c2cc(NC(=O)Nc3c(C)noc3C)ccc2OC[C@H](C)N(CC2CC2)C[C@H]1C	0.3	0.0
C[C@@H]1CN([C@H](C)CO)S(=O)(=O)c2ccc(C#CCC3CCCC3)cc2O[C@H]1CN(C)C(=O)CN(C)C	.	-0.4
COc1ccc(OC)c(C(=O)c2coc3ccc(OCC(=O)O)cc23)c1	-17.5	-0.4
C/C=C/c1cnc2c(c1)C(=O)N([C@H](C)CO)C[C@H](C)[C@H](CN(C)S(=O)(=O)c1cccs1)O2	.	0.7
CCOc1ccccc1OC(c1ccccc1)C1CNCCO1 (stereo not drawn)	.	-0.6
C[C@@H]1CN([C@@H](C)CO)C(=O)Cc2cc(NC(=O)CCN3CCOCC3)ccc2O[C@H]1CN(C)C(=O)Nc1cccc2ccccc12	.	1.3
CCOC(=O)CSc1nc2sccn2c1C=Nc1cc(Cl)cc(Cl)c1	26.4	1.0
CC(C)NC(=O)N(C)C[C@H]1Oc2cc(-c3cccnc3)ccc2S(=O)(=O)N([C@H](C)CO)C[C@H]1C	.	0.3
Cc1ccc(S(=O)(=O)N(C)C[C@@H]2Oc3c(NC(=O)CCCCCC(=O)Nc4ccccc4N)cccc3C(=O)N([C@H](C)CO)C[C@@H]2C)cc1	-11.7	-0.1
C[C@H]1CN([C@@H](C)CO)C(=O)c2cc(NC(=O)CCCN(C)C)ccc2O[C@@H]1CN(C)S(=O)(=O)c1ccccc1	-4.5	1.9
C[C@H]1CN([C@@H](C)CO)S(=O)(=O)c2ccc(-c3cccc(C#N)c3)cc2O[C@@H]1CN(C)C(=O)c1cccnc1	-0.7	1.6
CO[C@H]1CN(C)C(=O)c2cc(NC(=O)C3CC3)ccc2OC[C@@H](C)N(CCc2ccccc2)C[C@@H]1C	-4.3	.
C[C@H](CO)N1C[C@H](C)[C@H](CN(C)Cc2ccc(F)cc2)Oc2ncc(C3=CCCC3)cc2C1=O	5.1	0.1
O=C(NC1CCCC1)N[C@H]1CC[C@@H](CC(=O)N2CCOCC2)O[C@H]1CO	-5.2	0.6
COC(=O)C1=C(C)NC2=C(C(=O)c3ccccc32)C1c1cc(Cl)c(OCc2ccc([N+](=O)[O-])cc2)c(OC)c1 (stereo not drawn)	-41.7	0.1
CCn1c2ccccc2n2c(SCC(=O)Nc3ccc(C)cc3)nnc12	11.3	0.0
C[C@@H]1CN([C@@H](C)CO)C(=O)Cc2cc(NC(=O)CCCN(C)C)ccc2O[C@H]1CN(C)Cc1ccncc1	6.0	20.2
C[C@H](CO)N1C[C@H](C)[C@H](CN(C)C(=O)c2cccnc2)Oc2ncc(Br)cc2C1=O	1.7	-0.6
CC(C)CC#Cc1cnc2c(c1)C(=O)N([C@H](C)CO)C[C@@H](C)[C@H](CN(C)C(=O)c1cccnc1)O2	2.9	-0.4
Cc1noc(C)c1NC(=O)N(C)C[C@@H]1Oc2ccc(NC(=O)C3CC3)cc2CC(=O)N([C@@H](C)CO)C[C@@H]1C	.	0.9
[N-]=[N+]=Nc1ccccc1C[C@]1(C(=O)NCCN2CCOCC2)N=C(c2ccc(OCCCO)cc2)O[C@H]1c1ccccc1N=[N+]=[N-]	-10.7	.
O=C(C[C@@H]1C=C[C@H](NC(=O)Nc2ccc3c(c2)OCO3)[C@H](CO)O1)NCCCN1CCOCC1	7.9	0.3
Cc1ccc2ccc(C(Nc3ccccn3)c3ccccc3Cl)c(O)c2n1 (stereo not drawn)	-15.6	0.4
O=C(C[C@H]1C[C@H]2c3cc(NC(=O)C4CCOCC4)ccc3O[C@H]2[C@@H](CO)O1)NCc1ccccc1	10.6	0.2
Cc1ccc(O)c(/C=N/NC(=O)c2ccccc2O)c1	-31.9	.
COC(=O)c1ccccc1NC(=O)CSc1ncnc2sc3c(c12)CCC(C)C3 (stereo not drawn)	-0.5	0.0
C[C@H]1CN([C@@H](C)CO)C(=O)Cc2cc(NC(=O)C3CCCCC3)ccc2O[C@@H]1CN(C)C(=O)NC1CCCCC1	-11.3	-0.9
Cc1cc(Cl)ccc1OCC(=O)Nc1cc(Cl)ccc1C(=O)O	22.9	-0.7
C[C@H](CO)N1C[C@H](C)[C@H](CN(C)C(=O)Nc2ccc(C(F)(F)F)cc2)OCCCC[C@H](C)Oc2ccc(NS(C)(=O)=O)cc2C1=O	.	0.8
CCNC(=O)C[C@@H]1C=C[C@@H](NC(=O)C2CCOCC2)[C@H](CO)O1	-1.6	0.2
C[C@@H]1CN([C@@H](C)CO)C(=O)c2cc(-c3cccc(C#N)c3)cnc2O[C@@H]1CN(C)Cc1cncnc1	.	0.2
CNC[C@H]1Oc2ccc(NC(=O)NC3CCCCC3)cc2C(=O)N([C@@H](C)CO)C[C@@H]1C	0.2	1.3
C[C@@H]1CN([C@H](C)CO)C(=O)c2cc(C3=CCCCC3)cnc2O[C@@H]1CN(C)Cc1ccccc1	-5.8	0.8
O=C(C[C@H]1CC[C@H](NS(=O)(=O)c2ccccc2)[C@@H](CO)O1)N1CCc2ccccc2C1	18.3	-0.1
C[C@H]1CN([C@@H](C)CO)C(=O)c2cc(NC(=O)Nc3ccc(F)cc3)ccc2O[C@H]1CN(C)C(=O)Nc1ccc(F)cc1	.	-6.8
C[C@@H]1CN([C@@H](C)CO)C(=O)Cc2cc(NC(=O)C3CC3)ccc2O[C@@H]1CN(C)C(=O)NC1CCCCC1	.	-1.9
COc1cc(/C=C/C(=O)OCC[N+](C)(C)C)cc(OC)c1O	.	-0.9
CO[C@@H]1CN(C)C(=O)c2cc(NC(=O)NC(C)C)ccc2OC[C@@H](C)NC[C@@H]1C	16.1	.
COCC#Cc1cnc2c(c1)C(=O)N([C@@H](C)CO)C[C@@H](C)[C@H](CN(C)C(=O)c1cccnc1)O2	-5.1	-1.0
C[C@@H]1CN([C@@H](C)CO)S(=O)(=O)c2ccc(-c3cccnc3)cc2O[C@@H]1CN(C)C(=O)CN(C)C	.	0.1
CO[C@@H]1CN(C)C(=O)c2cc(NS(=O)(=O)c3ccc(F)cc3)ccc2OC[C@H](C)NC[C@@H]1C	2.8	0.0
COc1cccc(NC(=O)N(C)C[C@@H]2Oc3cc(/C=C/c4ccccc4)ccc3S(=O)(=O)N([C@@H](C)CO)C[C@@H]2C)c1	-11.2	-3.2

2 records drawn at random from those above, as already listed:
SMILES	EZH2 inh	IDH1 R132H inh
COc1cc(/C=C/C(=O)OCC[N+](C)(C)C)cc(OC)c1O	.	-0.9
CO[C@@H]1CN(C)C(=O)c2cc(NC(=O)NC(C)C)ccc2OC[C@@H](C)NC[C@@H]1C	16.1	.

Following part
SMILES	EZH2 inh	IDH1 R132H inh
C[C@@H]1CN([C@H](C)CO)C(=O)c2cc(NS(C)(=O)=O)ccc2O[C@@H]1CN(C)C(=O)NC1CCCCC1	6.0	-0.5
C[C@@H]1CN([C@H](C)CO)S(=O)(=O)c2ccc(Br)cc2O[C@H]1CN(C)C(=O)c1ccc2c(c1)OCO2	12.6	.
C[C@H](CO)N1C[C@H](C)[C@H](CN(C)Cc2ccncc2)Oc2ccc(NC(=O)C3CC3)cc2C1=O	-3.5	0.2
CC(C)NC(=O)N(C)C[C@@H]1Oc2cc(C#Cc3ccccn3)ccc2S(=O)(=O)N([C@H](C)CO)C[C@H]1C	9.1	-1.7
CC(C)=CCC[C@@H](C)C/C=N/NC(=O)CCCCCC(=O)NO	-8.5	-0.4
COc1ccc(C(=O)Nc2ccc3c(c2)C(=O)N(C)C[C@@H](OC)[C@@H](C)CN[C@H](C)CO3)cc1	3.4	-0.1
C[C@@H]1CN([C@@H](C)CO)C(=O)c2cc(-c3ccc(F)cc3)cnc2O[C@H]1CN(C)C(=O)c1ccc(F)cc1	-2.8	.
C[C@H](CO)N1C[C@H](C)[C@H](CN(C)CC2CCCCC2)Oc2cc(C3=CCCC3)ccc2S1(=O)=O	13.2	-0.4
CCCNC(=O)N(C)C[C@H]1Oc2ncc(C#C[C@H](C)O)cc2C(=O)N([C@@H](C)CO)C[C@H]1C	10.7	0.0
C[C@H]1CN([C@@H](C)CO)C(=O)c2cccc(NC(=O)Nc3ccccc3)c2O[C@H]1CN(C)C(=O)Nc1cccc2ccccc12	-6.1	.
COc1ccc(Br)cc1/C=N/NC(=O)c1ccccc1O	8.0	0.1
CN(C)c1ccc2c(c1)[C@H]1C[C@@H](CC(=O)NCC3CC3)O[C@@H](CO)[C@H]1O2	1.4	2.1
COc1ccccc1-c1ccc2c(c1)O[C@H](CN(C)C(=O)c1ccccc1)[C@H](C)CN([C@H](C)CO)S2(=O)=O	.	0.0
O=S(=O)(c1cc(C(F)(F)F)ccc1Cl)N1CCN(Cc2ccc(OCCO)cc2)CC1	-5.4	-0.5
C[C@@H]1CN([C@H](C)CO)C(=O)c2cc(NS(=O)(=O)c3ccccc3)ccc2O[C@@H]1CN(C)C(=O)Nc1cccc2ccccc12	0.2	1.1
CC(C)(C)OC(=O)NC1(/C=N/NC(=O)c2ccc(C(=O)NO)cc2)CCCC1	-5.4	.
CCCN(C)C[C@H]1Oc2cc(C#C[C@@H](C)O)ccc2S(=O)(=O)N([C@@H](C)CO)C[C@H]1C	-19.9	.
CC(=O)N[C@H]1CC[C@@H](CC(=O)NCC2CCCCC2)O[C@@H]1CO	20.7	0.3
CN(C)c1nc(N)nc(CSc2ncc(Cl)cc2Cl)n1	-4.2	-0.4
CCCC(=O)Nc1ccc2c(c1)OC[C@@H](C)N(S(=O)(=O)c1cn(C)cn1)C[C@H](C)[C@H](OC)CN(C)C2=O	9.3	-0.8
CO[C@@H]1CN(C)C(=O)c2ccc(NC(C)=O)cc2OC[C@H](C)N(Cc2cncnc2)C[C@@H]1C	2.1	0.3
CCCC#Cc1ccc2c(c1)O[C@H](CN(C)Cc1ccccc1)[C@H](C)CN([C@H](C)CO)S2(=O)=O	22.9	-1.0

Part of the list above in order of molar mass, smallest number first.
SMILES	EZH2 inh	IDH1 R132H inh
CC(=O)N[C@H]1CC[C@@H](CC(=O)NCC2CCCCC2)O[C@@H]1CO	20.7	0.3
CN(C)c1nc(N)nc(CSc2ncc(Cl)cc2Cl)n1	-4.2	-0.4
CCCN(C)C[C@H]1Oc2cc(C#C[C@@H](C)O)ccc2S(=O)(=O)N([C@@H](C)CO)C[C@H]1C	-19.9	.
CO[C@@H]1CN(C)C(=O)c2ccc(NC(C)=O)cc2OC[C@H](C)N(Cc2cncnc2)C[C@@H]1C	2.1	0.3
O=S(=O)(c1cc(C(F)(F)F)ccc1Cl)N1CCN(Cc2ccc(OCCO)cc2)CC1	-5.4	-0.5
CCCC#Cc1ccc2c(c1)O[C@H](CN(C)Cc1ccccc1)[C@H](C)CN([C@H](C)CO)S2(=O)=O	22.9	-1.0
C[C@@H]1CN([C@H](C)CO)C(=O)c2cc(NS(=O)(=O)c3ccccc3)ccc2O[C@@H]1CN(C)C(=O)Nc1cccc2ccccc12	0.2	1.1

Source: PubChem
